# Bioassay records (PubChem)
# Vif-APOBEC3F blk: blocks the Vif interaction with APOBEC3F; HeLa A3F-eYFP + Vif (tagged APOBEC3F with the HIV-1 protein that degrades it), YFP fluorescence increase; Potency, µM (titrated, usually from 46.1 µM), without a hit: top-dose activity, negative = active; 390,000 tested, 0.2% active; further: % of control where 0% means no effect; nearly all actives have a fitted effect of over 65% in size
#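 HeLa cells stably expressing A3F-eYFP plus Vif, plated and incubated overnight at 37 deg C, then exposed to compounds overnight at 37 deg C. Blocked degradation read as raised yellow fluorescence (Ex 488/Em 500-530).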
# Vif-A3G inh: inhibitors of Vif-APOBEC3G interaction; HeLa A3G-eYFP + Vif (tagged APOBEC3G with the HIV-1 protein that degrades it), YFP fluorescence, overnight; 410,000 tested, 0.076% active; Potency, µM (series often up to 46.1 µM), without a hit: at the highest dose activity, negative = active, most hits filed as inhibitors;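 further: on the % scale 0 is the no-effect control and ±100 the full control effect; nearly all actives have a fitted effect of over 60% in size; hits raise eYFP signal because A3G escapes Vif-driven loss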
#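 Read-out is eYFP fluorescence (Ex 488/Em 500-530) from Vif-expressing HeLa A3G-eYFP cells; more signal means A3G escaped Vif-mediated degradation. Cells plated overnight, compound pinned in, incubated overnight at 37 deg C.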
# RXFP1 ag: activates the human relaxin receptor RXFP1; HEK293T-RXFP1 cAMP TR-FRET, 30 min; response scale: percent of porcine relaxin response, buffer zero; Q9HBX9; Potency, µM (titrated, usually from 57.5 µM), for inactives: at the highest dose activation, most hits filed as activators; 370,000 tested, 0.3% active; further: on the % scale 0 is the no-effect control and ±100 the full control effect; nearly all actives have a fitted effect of over 60% in size; many of its hits are not listed in these tables
# Target sequence (Q9HBX9 whole entry, looked up): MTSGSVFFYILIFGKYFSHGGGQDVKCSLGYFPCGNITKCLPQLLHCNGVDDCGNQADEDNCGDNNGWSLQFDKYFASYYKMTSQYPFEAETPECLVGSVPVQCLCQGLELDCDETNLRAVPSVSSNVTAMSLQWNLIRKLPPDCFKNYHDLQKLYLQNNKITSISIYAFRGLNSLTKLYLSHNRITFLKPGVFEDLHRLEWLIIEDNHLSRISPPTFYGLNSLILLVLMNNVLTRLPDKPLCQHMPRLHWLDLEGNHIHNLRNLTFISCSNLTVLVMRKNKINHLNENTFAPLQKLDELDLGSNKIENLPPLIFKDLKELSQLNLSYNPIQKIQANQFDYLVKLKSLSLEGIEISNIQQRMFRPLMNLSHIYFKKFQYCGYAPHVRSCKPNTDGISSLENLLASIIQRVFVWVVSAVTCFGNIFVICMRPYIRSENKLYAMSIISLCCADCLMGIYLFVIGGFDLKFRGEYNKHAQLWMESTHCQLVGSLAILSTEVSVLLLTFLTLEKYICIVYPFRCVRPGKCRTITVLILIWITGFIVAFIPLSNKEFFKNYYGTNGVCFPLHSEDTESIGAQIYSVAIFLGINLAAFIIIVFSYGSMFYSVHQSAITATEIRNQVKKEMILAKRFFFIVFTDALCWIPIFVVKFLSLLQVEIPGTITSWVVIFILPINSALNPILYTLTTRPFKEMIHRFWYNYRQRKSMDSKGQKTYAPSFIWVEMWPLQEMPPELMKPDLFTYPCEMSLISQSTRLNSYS
#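 cAMP rise read by TR-FRET after 30 min, 37C compound exposure (up to 58 uM) in RXFP1-transfected HEK293 cells with Ro 20174 present. EC50 from Hill-equation fits, with 29 nM porcine relaxin as 100% and buffer as basal.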
# rTrxR1 inhibitor: inhibitors of rat thioredoxin reductase 1 | O89049 | recombinant rTrxR1, NADPH fluorescence consumption, selenite substrate | Potency, µM (top dose mostly 114 µM), for inactives: top-dose activity change, negative = inhibition, actives largely listed as inhibitors | 390,000 tested, 1% active | AID 588453; further: on the % scale 0 is the no-effect control and ±100 the full control effect; nearly all actives have a fitted effect of over 65% in size
#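 Rat TrxR1 (90 nM in the dispensed reagent) was pre-reduced with 400 uM NADPH for 5 min at room temperature, then incubated with compound for 15 min. After 400 uM selenite was added, NADPH fluorescence (Ex 340/Em 450 nm) was followed for 8 min.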
# TrxR1 substrate: is turned over as a substrate by rat TrxR1; purified TrxR1 substrate turnover, NADPH consumption readout; Potency, µM (series often up to 114 µM), for the others: top-dose activity change, negative = substrate turnover; 390,000 tested, 0.01% active; AID 588456; further: on the % scale 0 is the no-effect control and ±100 the full control effect; nearly all actives have a fitted effect of over 50% in size
#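 Rat TrxR1, dispensed at 90 nM, was prereduced with 400 uM NADPH (final) for 5 min at ~22 deg C, then incubated with compound 15 min before 400 uM selenite. A first-read NADPH fluorescence drop versus no-compound background flagged substrates.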
# USP1-UAF1 inh: inhibitors of human USP1/UAF1 deubiquitinase. recombinant USP1/UAF1, Ub-Rhodamine cleavage fluorescence. 390,000 tested, 0.23% active. Potency, µM (top dose mostly 57.1 µM), inactives show at the top dose activity change, negative = inhibition, most hits filed as inhibitors. AID 743255; further: on the % scale 0 is the no-effect control and ±100 the full control effect; nearly all actives have a fitted effect of over 60% in size; inactives centre near -12
#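 Step one: compound is pinned into 1nM USP1/UAF1 in HEPES pH 7.8 buffer with TCEP. Step two: 15 min room-temperature incubation. Step three: Ub-Rho (150nM final) starts cleavage, tracked by fluorescence over six one-minute reads.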
# ALOX12 inh: blocks human arachidonate 12S-lipoxygenase. P18054. purified 12hLO, xylenol orange hydroperoxide absorbance. Potency, µM (titrated, usually from 108 µM), without a hit: at the highest dose activity change, negative = inhibition, actives largely listed as inhibitors. 580,000 tested, 1.1% active. AID 1671190; further: on the % scale 0 is the no-effect control and ±100 the full control effect
#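 Purified human 12hLO (150 nM final) in 25 mM Hepes, 0.01% Triton X-100, pH 7.0 was preincubated 15 min at room temperature with compound. Then 40 uM arachidonic acid was added, 30 min. Hydroperoxide was read by Fe-XO absorbance ratio 573/405 nm.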
# mIDH1 inhibitor: inhibitors of human mutant IDH1 R132H; O75874; IDH1-R132H enzyme, NADPH consumption, diaphorase/resazurin fluorescence; Potency, µM (top dose mostly 76.6 µM), for inactives: at the highest dose activity change, negative = inhibition, actives largely listed as inhibitors; 390,000 tested, 0.093% active; AID 602179; further: on the % scale 0 is the no-effect control and ±100 the full control effect; nearly all actives have a fitted effect of over 65% in size
#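 IDH1-R132H (0.5 ug/mL) preincubated 30 min with compound, then NADPH (0.016 mM) and alpha-KG (2 mM) added; 80 min at RT, pH 7.5. Remaining NADPH coupled via diaphorase/resazurin to fluorescence (540/590 nm); concentration-response curves normalized to no-enzyme control.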
# RGS4 inhibitor: blocks human RGS4-accelerated GTP hydrolysis; P49798; Transcreener GDP fluorescence polarization, RGS4-accelerated GTP hydrolysis; Potency, µM (titrated, usually from 114 µM), for inactives: at the top dose activity change, negative = inhibition, actives largely listed as inhibitors; 390,000 tested, 0.039% active; further: on the % scale 0 is the no-effect control and ±100 the full control effect; nearly all actives have a fitted effect of over 75% in size; some results filed as inactive show a strong effect at the top dose
# Target sequence (P49798 whole entry, looked up): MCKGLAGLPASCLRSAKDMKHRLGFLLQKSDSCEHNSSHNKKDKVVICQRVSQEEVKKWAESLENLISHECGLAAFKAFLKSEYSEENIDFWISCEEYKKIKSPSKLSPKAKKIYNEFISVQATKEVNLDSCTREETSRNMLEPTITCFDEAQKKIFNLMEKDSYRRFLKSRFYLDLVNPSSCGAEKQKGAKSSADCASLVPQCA
#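 MLSMR compounds (23 nl, pin-transferred) preincubated 10 min at room temperature with a 500nM (2x) first reagent, then RGS4 at 900nM (2x) plus Transcreener GDP mix added; fluorescence polarization (620/688 nm) read before and after 90 min at 30 °C.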
# An asterisk follows results filed as active; ? = inconclusive; . = not tested or not shown; & = joins results of further samples; [ ] = dose if it differs, or a comment. The call rests on the fitted dose curve; in most records, active means well fitted curve in the direction sought with a large enough effect; inconclusive means small, poorly fitted or top-dose-only effect, or another doubt; inactive means no such curve, though single readings can be large; an effect the other way counts as inactive or inconclusive. Potency means the concentration at half of the fitted maximal effect. These rows are one share of the data; rates above refer to the full screens.
No.	compound	RXFP1 ag	rTrxR1 inhibitor	ALOX12 inh	TrxR1 substrate	USP1-UAF1 inh	RGS4 inhibitor	mIDH1 inhibitor	Vif-APOBEC3F blk	Vif-A3G inh
1	NC(=S)N=Nc1c(O)[nH]c2ccc(F)cc12	-2.2%	-7.4%	-12.2%	-8.7%	-18.7%	-23.2%	4.3%	11.9%	-2.3%
2	COc1ccc(C2=C/C(=C\c3cccc(OC(C)=O)c3)C(=O)O2)cc1	2.7%	-18.5%	-15.4%	-1.1%	-4.0%	-5.1%	-2.9%	4.9%	0.1%
3	CCCn1c(=NC(=O)c2c(-c3c(F)cccc3Cl)noc2C)c(C(=O)OCC)cc2c(=O)n3ccccc3nc21	29.4%&11.9%	-14.1%	-27.1%	-5.5%	1.6%	15.4%	3.4%	-4.0%	-2.4%
4	COc1ccc(CC(=O)NC(C)C2COc3ccccc3O2)cc1OC (stereo not given)	-1.5%	27.4%	-3.7%	-0.1%	-2.8%	22.3%[56.9 µM]	4.6%	-14.6%	2.8%
5	COc1cc2c(cc1NS(=O)(=O)N1CCCC1)oc1ccccc12	0.0%	19.0%	9.7%	9.5%	-4.3%	21.3%	14.0%	2.3%	-0.3%
6	CC(=O)Nc1ccc(/C=C/c2nc(-c3ccccc3O)n[nH]2)cc1	1.6%	23.9%	.	-2.2%[57.1 µM]	-17.9%	-33.9%	0.0%	0.2%	-0.5%
7	O=C(c1ccc(N2CCCC2=O)cc1)N1CCOCC1	-0.1%	-1.2%	0.0%	-2.0%	-14.1%	21.3%	-0.7%	-1.1%	0.7%
8	C[N+]1(CCOc2ccc([N+](=O)[O-])cc2)CCOCC1	0.6%	-8.3%	52.8%[activator]	-14.3%	4.6%	-5.5%	-1.4%	.	-4.3%
9	COc1ccc(OCC(=O)Nc2nonc2NC(=O)COc2ccc(OC)cc2)cc1	0.1%	18.0%[57.1 µM]	-11.8%	8.0%[57.1 µM]	-12.5%	-8.4%	-1.2%	10.2%	6.6%
10	Cc1ccc(-n2ncc3c2CCCC3NC(=O)c2csnn2)cc1C (stereo not given)	-3.7%	19.2%	0.0%	4.8%	-19.3%	-11.2%	4.3%	2.5%	-0.6%
11	O=C(CCN1CCN(c2ccccc2)CC1)N/N=C/c1ccccc1OC(F)F	-0.2%	1.5%	5.2%	0.3%	-1.4%	1.7%	-0.1%	10.2%	-9.9%
12	O=C(NCc1ccccc1)C(=O)NCC(c1ccco1)N1CCOCC1 (stereo not given)	-0.8%	1.4%[57.1 µM]	.	0.8%[57.1 µM]	-12.5%	-12.1%	1.9%	-12.3%	0.0%
13	CC1=NN(c2ccccc2)C(=O)C1C(=O)C(=O)Nc1ccc(F)cc1 (stereo not given)	-0.1%	?	?	-13.6%	-2.1%	2.6%	-11.3%	10.5%	-5.4%
14	CCCOc1cccc(-c2nn(-c3ccccc3)cc2/C=C(\C#N)C(=O)NCCCn2ccnc2)c1	1.2%	-5.0%	-5.9%	-15.9%	?	-27.4%	2.3%	-12.1%	-1.1%
15	Cc1ccc2[nH]c(C)c(CCNC(=O)NC3CCCCC3)c2c1	-1.3%	30.7%[57.1 µM]	-1.3%	12.6%[57.1 µM]	-19.1%	-24.1%	1.5%	0.6%	-2.3%
16	CCNC(=O)COC(=O)c1[nH]c(C)c(C(=O)OC)c1C	2.2%	13.0%[57.1 µM]	-14.1%	7.9%[57.1 µM]	-8.5%	-15.4%	0.0%	-6.1%	2.8%

# Single records (already shown). Values in the order: RXFP1 ag, rTrxR1 inhibitor, ALOX12 inh, TrxR1 substrate, USP1-UAF1 inh, RGS4 inhibitor, mIDH1 inhibitor, Vif-APOBEC3F blk, Vif-A3G inh
# Listed for O=C(NCc1ccccc1)C(=O)NCC(c1ccco1)N1CCOCC1 (stereo not given) → -0.8%, 1.4%[57.1 µM], ., 0.8%[57.1 µM], -12.5%, -12.1%, 1.9%, -12.3%, 0.0%
# Listed for O=C(CCN1CCN(c2ccccc2)CC1)N/N=C/c1ccccc1OC(F)F → -0.2%, 1.5%, 5.2%, 0.3%, -1.4%, 1.7%, -0.1%, 10.2%, -9.9%
# Listed for CCNC(=O)COC(=O)c1[nH]c(C)c(C(=O)OC)c1C → 2.2%, 13.0%[57.1 µM], -14.1%, 7.9%[57.1 µM], -8.5%, -15.4%, 0.0%, -6.1%, 2.8%

# Following part:
No.	compound	RXFP1 ag	rTrxR1 inhibitor	ALOX12 inh	TrxR1 substrate	USP1-UAF1 inh	RGS4 inhibitor	mIDH1 inhibitor	Vif-APOBEC3F blk	Vif-A3G inh
17	Cc1nc(SCc2ccccc2C)n[nH]1	-0.3%	-4.9%	7.6%	-5.2%	-18.1%	-23.5%	2.2%	6.0%	-1.0%
18	COCc1c(CCl)cnc(C)c1O	0.4%	-5.4%[57.1 µM]	-4.7%	5.2%	-20.5%	-1.2%	3.9%	-1.8%	-0.3%
19	Cc1ccccc1NC(=S)NC(=O)COc1ccccc1C	-0.9%	?	326.5%[activator]	-6.1%	-26.1%	-8.8%	-4.0%	-27.3%	-9.5%
20	CNc1oc(-c2ccco2)nc1C#N	0.1%	-3.5%	0.0%	127.2%[activator]	-28.3%	9.3%	1.1%	-11.7%	0.3%
21	Cc1noc(C)c1NC(=O)Nc1ccc2c(c1)C(=O)N([C@H](C)CO)C[C@H](C)[C@H](CN(C)C(=O)NC1CCCCC1)OCCCC[C@@H](C)O2	.	.	?	.	-11.8%	.	-5.5%	-12.5%	-4.1%
22	CC(=O)Nc1ccc(Nc2cc(C)nc3c(-c4ccccc4)cnn23)cc1	0.9%	6.6%[57.1 µM]	-14.8%	12.2%[57.1 µM]	-13.4%	-12.2%	-4.2%	-0.4%	-10.9%
23	COc1ccccc1CNC(=O)COC(=O)COc1ccccc1F	-1.2%	16.5%	?	-0.7%	-11.0%	3.3%	-8.4%	7.0%	-6.8%
24	CCOc1ccc2c(c1)c1nnc(SCC(=O)NC3CC3)nc1n2C	7.3%	1.3%[57.1 µM]	11.3%	-1.0%[57.1 µM]	-8.5%	-10.4%	-2.2%	-9.9%	0.9%
25	COc1ccc(Br)cc1/C=C/C(=O)Nc1ccc(C)cc1	1.8%	5.5%[57.1 µM]	0.7%	8.4%[57.1 µM]	-3.5%	-3.8%	5.6%	2.8%	-0.7%
26	O=C(NCc1ccc(F)cc1)c1ccc2nc(N3CCCCC3)sc2c1	-1.1%	-9.3%	-16.4%	-4.0%	1.9%	5.7%	0.0%	0.3%	3.6%
27	COc1ccc(COC(=O)C2=C(C)NC(=O)CC2c2cccc(Cl)c2Cl)cc1 (stereo not given)	3.4%	2.4%	-26.7%	-2.0%	-14.5%	-18.1%	18.6%	8.7%	-1.9%
28	CC(CC(=O)Nc1ccc(Cl)c([N+](=O)[O-])c1)c1ccccc1 (stereo not given)	0.1%	?	-8.0%	-9.3%	-8.4%	-11.1%	2.0%	-0.9%	-3.3%
29	COc1ccc(-n2c(SCC(=O)c3ccccc3)nc3c([nH]c4ccccc43)c2=O)cc1	1.7%	34.8%[activator][57.1 µM]	?	1.7%[57.1 µM]	-13.9%	2.2%	13.7%	6.0%	1.5%
30	CC(C)Oc1cccc(C(=O)C2CCCN(S(=O)(=O)C(C)C)C2)c1 (stereo not given)	-1.4%	14.7%[57.1 µM]	0.2%	13.8%[57.1 µM]	-22.3%	-34.0%	22.8%	-8.8%	0.2%
31	CC(=O)c1ccc(NC(=O)C2CCN(S(=O)(=O)c3c(C)noc3/C=C/c3ccc(C)cc3)CC2)cc1	1.4%	20.5%[57.1 µM]	-3.4%	0.1%[57.1 µM]	?	-12.7%	-9.0%	1.1%	1.1%
32	c1ccc(NCc2nc(-c3ccccc3)no2)cc1	3.3%	3.5%	36.4%[activator]	-10.9%	-5.6%	-24.1%	3.9%	.	-0.3%
33	COc1ccc2nc(Nc3nc(C)c(C(C)=O)s3)sc2c1	5.9%	27.7%[57.1 µM]	0.0%	11.6%[57.1 µM]	-11.5%	5.6%[11.4 µM]	-0.9%	-0.1%	-13.8%
34	CN(C)c1ccc(NC(=O)CC(NCc2ccccn2)C(=O)O)cc1 (stereo not given)	-2.3%	-21.0%	21.1%	-11.2%	-16.9%	-23.4%	6.0%	-8.3%	0.6%
35	O=C1N(C2CCCC2)C[C@@H]2C[C@@H](c3cn[nH]c3-c3ccc(Cl)cc3)N3CCC[C@@]123	-0.2%	16.2%[57.1 µM]	-21.1%	-3.1%	-5.7%	-2.9%	3.3%	-9.2%	-4.7%
36	O=C(CSc1nc2c(c(C(F)(F)F)n1)CCc1ccccc1-2)NCc1ccc(F)cc1	-0.2%	10.9%	7.6%	-1.7%	-3.5%	-24.5%	6.3%	-4.7%	-9.8%
37	Nc1nc(=S)c2[nH]c(=S)[nH]c2[nH]1	.	-13.6%[2.29 µM]	7.94µM*	-3.9%[2.29 µM]	-11.9%	-37.3%	0.2%	5.1%	-19.6%
38	COc1ccc2nc(C)cc(SCC(=O)N/N=C/c3ccc(O)c(O)c3)c2c1	-1.2%	-7.9%	?	-7.5%	-24.6%	-18.3%	2.9%	-1.7%	?
39	COCCn1c(SCC(=O)Nc2ccc(C(F)(F)F)cc2)nc2c([nH]c3ccccc32)c1=O	0.0%	30.7%[57.1 µM]	?	3.1%[57.1 µM]	-29.8%	-2.4%	-4.7%	-1.8%	-0.2%
